S1P3 ag: human S1P3 receptor agonists, primary screen, cell-based, primary and confirmation, NFAT-BLA reporter; Sphingosine 1-phosphate receptor 3 (Homo sapiens), Q99500; activation, % at 4.5 µM; AID 373, 2006; 0.1% of 60,000 active; S1P3 NFAT-BLA reporter cells, agonism, FRET ratio; relative to 1 µM S1P, basal subtracted;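 active means activation above the screen-wide mean plus 3 SD, cut at about 4.5% in these data, passing the limit was not always enough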; further: some compounds called inactive have numbers as strong as hits
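Measure – % activation relative to 1 µM S1P (100%), per plate · System – stable CHO line with human S1P3, Gα16, NFAT-BLA reporter · Timing – cells plated overnight, compound 4 h 37 °C, substrate 2 h RT · Technique – fluorescent BLA substrate, ex 405 nm, em 460/535 nm ratio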
Jurkat viability: cytotoxicity toward Jurkat T cells, primary screen, cytotoxicity control, cell-based, Jurkat E6.1, 60K MLSMR library. AID 463, 2006. Jurkat E6.1 viability, ATP luminescence, 48 h. 1.2% of 56,000 active. inhibition, % at 4 µM;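 active means inhibition above the mean inhibition of all tested compounds plus 3 SD, cut at about 28% in these data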
HTR1E antagonist: 5-HT1E receptor antagonists, primary screen, cell-based, HTS | 5-hydroxytryptamine receptor 1E (Homo sapiens), P28566 | CHO 5-HT1E Ga15 NFAT-bla reporter, FRET, antagonist | inhibition, % at 6 µM | 0.99% of 65,000 active | AID 571, 2007;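 active means inhibition above a set limit, the mean inhibition across every tested compound plus 3 SD, cut at about 29% in these data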;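 further: signal is the 460 over 535 nm emission ratio of beta-lactamase substrate; 0% = agonist plus DMSO wells and 100% = wells without agonist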
Target sequence (P28566 whole entry, looked up): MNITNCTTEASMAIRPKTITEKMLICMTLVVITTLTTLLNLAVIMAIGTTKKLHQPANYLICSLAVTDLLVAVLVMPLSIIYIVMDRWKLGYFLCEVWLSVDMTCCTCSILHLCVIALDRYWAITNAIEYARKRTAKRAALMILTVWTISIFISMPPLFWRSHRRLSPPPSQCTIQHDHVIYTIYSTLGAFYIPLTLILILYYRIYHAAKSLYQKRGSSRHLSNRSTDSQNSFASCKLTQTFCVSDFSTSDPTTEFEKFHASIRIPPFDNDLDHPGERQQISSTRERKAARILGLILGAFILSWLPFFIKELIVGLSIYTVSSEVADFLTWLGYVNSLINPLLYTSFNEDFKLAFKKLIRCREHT
D1 mod: D1 CRE-luciferase signal change, two-sided – cell-based, HEK293 D1, dopamine EC30, D1 allosteric modulator project, primary screen; dopamine EC30 potentiation; actives deviate in either direction; B-score at 10 µM; 5.9% of 58,000 active;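 active means luminescence count or its row- and column-corrected plate score outside the 99.7% band of the plate's sample wells, on either side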
S1P1 ag-PAM: S1P1 agonists and agonism potentiators, primary screen, cell-based, primary and confirmation screens, CRE-bla reporter. Sphingosine 1-phosphate receptor 1 (Homo sapiens), P21453. S1P1 CRE-bla cells, forskolin, beta-lactamase FRET, potentiator mode; S1P1 agonist co-added at EC20, 2 nM; 100% = saturating reference agonist, 0% = basal. activation, % at 9.5 µM. 0.57% of 56,000 active;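 active means activation above a cutoff set at the mean activation of all tested compounds plus 3 SD, cut at about 54% in these data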;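 further: forskolin at 4 µM as EC80 and the EC20 agonist is SEW2871; 100% = SEW2871 at its EC100 plus forskolin at EC80; some compounds past the cut are filed as inactive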
Target sequence (P21453 whole entry, looked up): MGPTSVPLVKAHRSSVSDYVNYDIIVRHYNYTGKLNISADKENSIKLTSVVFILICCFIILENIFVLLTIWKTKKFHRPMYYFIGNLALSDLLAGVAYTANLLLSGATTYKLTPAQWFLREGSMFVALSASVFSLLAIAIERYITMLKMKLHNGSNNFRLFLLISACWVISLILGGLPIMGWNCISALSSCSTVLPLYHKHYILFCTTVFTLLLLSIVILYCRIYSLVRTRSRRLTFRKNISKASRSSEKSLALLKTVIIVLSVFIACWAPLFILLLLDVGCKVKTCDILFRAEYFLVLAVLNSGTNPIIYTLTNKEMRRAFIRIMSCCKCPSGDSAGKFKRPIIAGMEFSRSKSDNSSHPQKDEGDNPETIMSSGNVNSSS
HTR1A agonist: human 5-HT1a receptor agonists, primary screen, cell-based, CHO, Ga15 NFAT-bla reporter; 5-hydroxytryptamine receptor 1A (Homo sapiens), P08908; CHO 5-HT1a Ga15 NFAT-bla reporter, FRET ratio; 0% basal, 100% maximal reference agonist; activation, % at 10 µM; 0.56% of 65,000 active; AID 567, 2006;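 active means activation above the screen-wide mean activation plus 3 SD, cut at about 19% in these data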;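 further: 0% = DMSO wells and 100% = 5-CT at EC100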
5HT1a antag: human 5-HT1a receptor antagonists, primary screen, cell-based, CHO, Ga15 NFAT-bla reporter. inhibition, % at 10 µM. CHO 5-HT1a Ga15 NFAT-bla reporter, antagonist mode. 5-hydroxytryptamine receptor 1A (Homo sapiens), P08908. 0.68% of 62,000 active;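 active means inhibition above the mean of all tested compounds plus 3 SD, cut at about 43% in these data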;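 further: receptor stimulated by 5-CT agonist at 100 nM near EC80; beta-lactamase reporter measured by ratiometric fluorescence of a cleavable substrate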
HTR1E agonist: 5-HT1E receptor agonists, primary screen, cell-based, HTS. 5-hydroxytryptamine receptor 1E (Homo sapiens), P28566. CHO 5-HT1E Ga15 NFAT-bla reporter, FRET; 0% DMSO wells, 100% control agonist wells. activation, % at 6 µM. 0.69% of 65,000 active. AID 574, 2007;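 active means activation above a set limit, the screen-wide mean activation plus 3 SD, cut at about 8.5% in these data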;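 further: 100% = positive control agonist at 1 µM giving full maximal response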
HEK293 NFkB inh: inhibitors of PMA/ionomycin-induced NF-kB reporter, primary screen, antigen receptor NF-kB inhibitor project, cell-based, HEK-293 luciferase reporter, luminescence. 0.21% of 62,000 active. HEK-293 NF-kB luciferase reporter. inhibition, % at 3 µM;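 active means inhibition above the mean of all tested compounds plus 3 SD, cut at about 40% in these data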;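 further: 0% = stimulated DMSO wells and 100% = 10 µM reference inhibitor 5653914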
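Timing: 1 h pretreatment, 16 h stimulation, 37 °C; system: HEK-293 cells with stable firefly luciferase reporter driven by four HIV NF-kB elements; doses: 3 µM once, 0.30% DMSO; measured by: luciferase luminescence; control set: DMSO and 10 µM reference inhibitor; repeats: single test; reagent: PMA plus ionomycin mix as NF-kB-activating stimulus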
Active calls of the source: *. Not all compounds are listed, so the mix of outcomes need not match the whole.

Screening C=Cn1ccnc1P(=S)(c1ccn(C)c1)c1nccn1C=C returned HTR1E antagonist -7, D1 mod -0.43, HTR1A agonist 0.7, 5HT1a antag -8, HTR1E agonist -0.6 and HEK293 NFkB inh 2.
CC(=O)OC1(c2ccc(C)cc2)CN2CCC1c1ccccc12 (stereo not given) was read as S1P3 ag -3.2, HTR1E antagonist -6, D1 mod -0.38, S1P1 ag-PAM 10, HTR1A agonist 2.4 and HTR1E agonist -0.3.
Cc1[nH]c2c(C(F)(F)F)cccc2c1CCN was read as S1P3 ag -0.5, Jurkat viability 53*, HTR1E antagonist 22, D1 mod 7.8*, S1P1 ag-PAM 16, HTR1A agonist -1.1, 5HT1a antag 7, HTR1E agonist 67* and HEK293 NFkB inh 24.
For CCN(CC)CCCN=C(C)c1c(O)n(C2CCCCC2)c(=O)[nH]c1=O the results were S1P3 ag -0.5, Jurkat viability -10, HTR1E antagonist 2, D1 mod -0.19, S1P1 ag-PAM -2, HTR1A agonist 0.4, 5HT1a antag -4, HTR1E agonist 0.0 and HEK293 NFkB inh -4.
`O=c1[nH]c(=O)n(Cc2ccc(F)cc2)c(O)c1C=NCC1CCCO1` (stereo not given) gave S1P3 ag -0.7, Jurkat viability -8, HTR1E antagonist 6, D1 mod 0.89, S1P1 ag-PAM -8, HTR1A agonist -1.2, 5HT1a antag -2, HTR1E agonist 0.7 and HEK293 NFkB inh 9.
Screening COc1ccc2c(c1OC)C(=O)OC2c1c(O)n(Cc2ccc(F)cc2)c(=O)[nH]c1=O (stereo not given) returned S1P3 ag -1.0, Jurkat viability 2, HTR1E antagonist 2, D1 mod -0.49, S1P1 ag-PAM 2, HTR1A agonist -1.2, 5HT1a antag 2, HTR1E agonist -0.2 and HEK293 NFkB inh 2.
`Cc1cc(C)n2nc(SCC(=O)N3CCC4(CC3)OCCO4)nc2n1` gave HTR1E antagonist 3, D1 mod 0.12, HTR1A agonist 0.8, 5HT1a antag -22, HTR1E agonist 0.4 and HEK293 NFkB inh 21.
Screening CCOC(=O)c1cc(C)n(CCc2cnc[nH]2)c1C returned S1P3 ag -1.9, HTR1E antagonist -4, S1P1 ag-PAM -4, HTR1A agonist -1.6 and HTR1E agonist -0.5.
For Cc1cccnc1-n1c(-c2ccco2)nc2ccccc2c1=O the results were S1P3 ag -0.2, Jurkat viability 1, HTR1E antagonist -3, D1 mod 0.45, S1P1 ag-PAM -15, HTR1A agonist -1.9, 5HT1a antag -5, HTR1E agonist -1.1 and HEK293 NFkB inh 10.
`C=CCn1c(O)c(C(C)=NCc2cccnc2)c(=O)[nH]c1=O` gave S1P3 ag 0.1, Jurkat viability -2, HTR1E antagonist -5, D1 mod 0.65, S1P1 ag-PAM -7, HTR1A agonist -2.8, 5HT1a antag -6, HTR1E agonist 0.1 and HEK293 NFkB inh 2.
Screening O=C(NC1(C(F)(F)F)Oc2ccc(Cl)cc2O1)N1CCC2(CC1)OCCO2 (stereo not given) returned HTR1E antagonist -3, D1 mod -0.11, HTR1A agonist -3.4, 5HT1a antag 4, HTR1E agonist 0.2 and HEK293 NFkB inh 21.
`OC(COCc1ccc(Cl)cc1)CN1CC=C(c2ccccc2)CC1` (stereo not given) gave S1P3 ag -0.2, Jurkat viability 2, HTR1E antagonist 7, D1 mod -1.2, S1P1 ag-PAM 14, HTR1A agonist 13, 5HT1a antag 34, HTR1E agonist -0.1 and HEK293 NFkB inh 12.
Screening C=CCn1c(O)c(C(C)=NCCCO)c(=O)[nH]c1=O returned S1P3 ag 0.0, Jurkat viability -4, HTR1E antagonist -5, D1 mod 0.13, S1P1 ag-PAM -17, HTR1A agonist -2.3, 5HT1a antag -18, HTR1E agonist -0.4 and HEK293 NFkB inh 17.
`CCn1c(C(=O)N2CCC(C(=O)N3CCC4(CC3)OCCO4)CC2)cc2sccc21` gave S1P3 ag -0.5, Jurkat viability -7, HTR1E antagonist -2, S1P1 ag-PAM -12, HTR1A agonist -1.0, 5HT1a antag -2, HTR1E agonist -0.8 and HEK293 NFkB inh 7.
For OC1(CN2CCOCC2)C2CC3CC(C2)CC1C3 (stereo not given) the results were S1P3 ag -1.4, Jurkat viability 2, HTR1E antagonist -1, S1P1 ag-PAM -3, HTR1A agonist -3.6, 5HT1a antag 12, HTR1E agonist 0.7 and HEK293 NFkB inh 10.
COc1ccc(C(=O)CC2C(=O)N(C)C(=O)N(C)C2=O)cc1 was read as S1P3 ag -1.3, HTR1E antagonist 1, D1 mod 0.026, S1P1 ag-PAM -11, HTR1A agonist 0.6 and HTR1E agonist -0.3.
For CCCCOC(=O)C1=C(N)OC2=C(C(=O)CCC2)[C@]12C(=O)N(C)c1ccccc12 the results were S1P3 ag -1.2, Jurkat viability -3, HTR1E antagonist 1, D1 mod -0.78, S1P1 ag-PAM -17, HTR1A agonist -5.8, 5HT1a antag -7, HTR1E agonist -0.2 and HEK293 NFkB inh -2.
`CC(C)Cc1[nH]c(=O)c(C#N)c2c1CCC2` gave S1P3 ag -3.0, HTR1E antagonist -13, D1 mod 1.4, S1P1 ag-PAM -18, HTR1A agonist 1.7 and HTR1E agonist 0.0.
C[N+]1(C)CCc2cc3c(cc2[C@H]1[C@@H]1OC(=O)c2c1ccc1c2OCO1)OCO3 was read as S1P3 ag -2.8, HTR1E antagonist -9, D1 mod 0.087, S1P1 ag-PAM -1, HTR1A agonist -2.5 and HTR1E agonist -0.2.
CC(C)[C@H]1C(=O)N2CCC[C@H]2[C@]2(O)O[C@](NC(=O)[C@@H]3C=C4c5cccc6[nH]cc(c56)C[C@H]4N(C)C3)(C(C)C)C(=O)N12 was read as S1P3 ag 18, HTR1E antagonist -1, D1 mod 37*, S1P1 ag-PAM -38, HTR1A agonist 102* and HTR1E agonist 4.0.
`O=c1c2cc(Cl)cc(Cl)c2nc(CN2CCOCC2)n1-c1ccccc1F` gave S1P3 ag -0.9, Jurkat viability 8, HTR1E antagonist 2, D1 mod -0.11, S1P1 ag-PAM -7, HTR1A agonist -2.7, 5HT1a antag 12, HTR1E agonist -0.8 and HEK293 NFkB inh 8.
For O=c1c2ccccc2nc(CN2CCOCC2)n1-c1ccccc1F the results were S1P3 ag -0.9, Jurkat viability -2, HTR1E antagonist 4, D1 mod 0.14, S1P1 ag-PAM -16, HTR1A agonist -3.2, 5HT1a antag -8, HTR1E agonist 0.5 and HEK293 NFkB inh 9.
CCOc1cc(C2NCc3ccccc3-n3cccc32)ccc1O (stereo not given) was read as S1P3 ag 0.4, Jurkat viability -4, HTR1E antagonist -10, D1 mod -0.11, S1P1 ag-PAM 67, HTR1A agonist -0.4, 5HT1a antag 20, HTR1E agonist 0.2 and HEK293 NFkB inh 12.
For COc1ccccc1N1CCN(Cc2cccc(OC)c2O)CC1 the results were S1P3 ag -1.1, Jurkat viability 8, HTR1E antagonist 5, D1 mod -4.2*, HTR1A agonist 2.5, 5HT1a antag 32, HTR1E agonist 13* and HEK293 NFkB inh 2.
Screening CCOC(=O)C1C(=O)NC2(C)CC1c1cc(OC)ccc1O2 (stereo not given) returned S1P3 ag -0.1, Jurkat viability 1, HTR1E antagonist -1, D1 mod 1, S1P1 ag-PAM 7, HTR1A agonist -0.7, 5HT1a antag 6, HTR1E agonist -0.4 and HEK293 NFkB inh 4.
Screening C=CP(=O)(O)c1ccccc1 returned S1P3 ag -0.4, Jurkat viability -1, HTR1E antagonist -9, D1 mod -4.1, S1P1 ag-PAM -2, HTR1A agonist -1.1, 5HT1a antag -3, HTR1E agonist 1.2 and HEK293 NFkB inh 0.
CCc1sc(C(=O)N2CCC3(CC2)OCCO3)cc1Br was read as S1P3 ag -1.1, Jurkat viability 4, HTR1E antagonist 2, D1 mod 0.62, S1P1 ag-PAM -3, HTR1A agonist -1.9, 5HT1a antag 6, HTR1E agonist -1.3 and HEK293 NFkB inh 5.
CCNc1ccc(P(=S)(N(C)C)N(C)C)cc1 was read as HTR1E antagonist -5, D1 mod 0.77, HTR1A agonist 2.0, 5HT1a antag 3, HTR1E agonist 1.9 and HEK293 NFkB inh 9.
`CCC1(CC)C(=O)NC(=NCCc2c[nH]c3ccccc23)NC1=O` gave S1P3 ag 0.2, Jurkat viability -2, HTR1E antagonist -3, D1 mod 4.8*, S1P1 ag-PAM 3, HTR1A agonist 1.3, 5HT1a antag 1, HTR1E agonist 1.9 and HEK293 NFkB inh 7.
Screening Cc1ccc(Cl)cc1-n1c(O)c(C=NCCCN2CCOCC2)c(=O)[nH]c1=O returned S1P3 ag -1.3, Jurkat viability -4, HTR1E antagonist 0, D1 mod -0.59, S1P1 ag-PAM -24, HTR1A agonist -0.5, 5HT1a antag -4, HTR1E agonist -0.8 and HEK293 NFkB inh 9.
`CCC(=NCCCN(CC)CC)c1c(O)n(C2CCCCC2)c(=O)[nH]c1=O` gave S1P3 ag -0.2, Jurkat viability -1, HTR1E antagonist 1, D1 mod 0.47, S1P1 ag-PAM -10, HTR1A agonist 1.3, 5HT1a antag -7, HTR1E agonist 0.3 and HEK293 NFkB inh 4.
Screening Cc1[nH]c2c(Cl)cccc2c1CCN returned S1P3 ag -0.7, Jurkat viability 5, HTR1E antagonist 7, D1 mod 0.036, S1P1 ag-PAM 5, HTR1A agonist -1.5, 5HT1a antag 6, HTR1E agonist 71* and HEK293 NFkB inh 19.
CC1(C)CN=C(Nc2ccc(F)c(F)c2)S1 was read as S1P3 ag -0.1, Jurkat viability 12, HTR1E antagonist 13, D1 mod 12*, S1P1 ag-PAM -30, HTR1A agonist 0.0, 5HT1a antag 0, HTR1E agonist 0.2 and HEK293 NFkB inh 12.
`C=CCN1C(=O)NC(=O)C(Cc2ccc(OC)c(OC)c2)C1=O` (stereo not given) gave S1P3 ag -0.5, Jurkat viability -2, HTR1E antagonist 1, D1 mod 0.0058, HTR1A agonist 1.6, 5HT1a antag -12, HTR1E agonist -0.1 and HEK293 NFkB inh 8.
CCN1CCN(c2ncnc3ccc(Br)cc23)CC1 was read as S1P3 ag -0.2, Jurkat viability -5, HTR1E antagonist 11, D1 mod 1.1, S1P1 ag-PAM 51, HTR1A agonist -1.1, 5HT1a antag 5, HTR1E agonist 0.2 and HEK293 NFkB inh 13.
